DNMT1 block – inhibitors of human DNMT1 | inhibition (reported as % activation of signal), % at 10 µM | 0.83% of 360,000 active | P26358 | DNMT1 molecular beacon, Hinp1I cleavage, fluorescence; in the data active means inhibition above about 50%
Scp1 inh – blocks human Scp-1 phosphatase activity; 0.88% of 340,000 active; inhibition, % at 20 µM; Recombinant Scp1, phosphopeptide, malachite green phosphate absorbance; AID 493091;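 active means inhibition above about 50% at 20 µM, limit read from the data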;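 further: plate controls were DMSO wells with enzyme for no effect and wells lacking enzyme for full effect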
Target sequence (Q9GZU7 76-261 limits assumed): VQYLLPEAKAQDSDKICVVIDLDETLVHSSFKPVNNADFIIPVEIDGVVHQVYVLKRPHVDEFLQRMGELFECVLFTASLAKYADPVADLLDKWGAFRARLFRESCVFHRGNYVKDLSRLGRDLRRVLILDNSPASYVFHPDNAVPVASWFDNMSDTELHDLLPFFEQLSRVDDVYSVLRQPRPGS
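Test system: SCP-1 phosphatase catalytic domain, residues 76-261 | Compound dosing: One concentration, 20 µM, with 1.0% DMSO | Schedule: 45 min room-temperature reaction, 5 min colour, 30 min stabiliser | Detection: Absorbance at 630 nm | Read-out basis: % inhibition of SCP-1 phosphate liberation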
NadD block – NadD (S. aureus) enzyme inhibition; purified NadD enzyme, colorimetric absorbance read-out; inhibition, % at 20 µM; 0.78% of 360,000 active; in the data active means inhibition above about 26%; further: some compounds past the cut are filed as inactive
LMPTP inh – LMPTP (human) inhibition | P24666 | recombinant LMPTP-A, OMFP fluorogenic substrate, fluorescence intensity | inhibition, % at 20 µM | 0.22% of 360,000 active;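 active means compounds that cut the enzyme signal by at least half of the control window in the single-dose screen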;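 further: plate controls were DMSO wells with enzyme plus substrate for no effect and substrate without enzyme for full effect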
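Buffer or medium: Bis-Tris pH 6.0, DTT, detergent; Assay system: LMPTP-A enzyme; Quantity: 0.625 nM enzyme; Detection: endpoint fluorescence intensity; Times: 50 min dark incubation at room temperature; Controls: substrate-only low control, DMSO enzyme-plus-substrate high control; Doses: single 20 µM dose; Read-out: percent inhibition versus substrate-only and uninhibited controls; Reagent: 400 µM OMFP.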
SUMO1-SIM PPI – SUMO1-SIM interaction modulation; SUMO1 binding to a labelled peptide, TR-FRET, 1 h; inhibition, % at 20 µM; 0.33% of 360,000 active; P63165; AID 602429; in the data active means inhibition above about 37%
Target sequence (P63165 whole entry, looked up): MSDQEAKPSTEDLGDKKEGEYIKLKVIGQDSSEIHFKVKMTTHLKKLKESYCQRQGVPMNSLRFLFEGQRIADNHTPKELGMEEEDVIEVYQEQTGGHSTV
STEP inh – inhibitors of human striatal-enriched phosphatase STEP | AID 588621 | inhibition, % at 20 µM | 0.25% of 360,000 active | recombinant STEP, OMFP fluorogenic substrate, fluorescence;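 active means inhibition at 20 µM, scaled per plate between control wells, above about 37%, limit read from the data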;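 further: 0% = DMSO with enzyme and substrate and 100% = substrate only without enzyme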
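System: STEP (striatal-enriched tyrosine phosphatase) enzyme, cell-free; medium: Bis-Tris pH 6.0 buffer with DTT, detergent; dosing: 20 µM, 1% DMSO; times: reaction 20 min, ambient temperature; detection: fluorescence, 480/540 nm; read-out basis: normalized % inhibition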
SKN-1 inh – blocks SKN-1 activity in C. elegans. 0.49% of 360,000 active. C. elegans VP596 Pgst-4::GFP/RFP ratio, acrylamide-induced, 24 h. inhibition, % at 21.8 µM;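 active means interference check ratio from 0.5 to 1.5 plus GFP to RFP signal ratio inhibition reaching or exceeding a fixed threshold, cut at about 30% in these data, passing the limit was not always enough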; further: some compounds called inactive have numbers as strong as hits
TbMetRS inhib – blocks T. brucei methionyl-tRNA synthetase activity; purified T. brucei MetRS, ATP depletion, Kinase-Glo luminescence; inhibition, % at 11.9 µM; 0.4% of 360,000 active; AID 624268;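 active means inhibition above a per-plate cutoff of the control wells' mean inhibition plus 3 SD, cut at about 5.5% in these data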;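 further: 0% = DMSO wells median and 100% = median of wells with control inhibitor compound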
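assay system = parasite MetRS enzyme | timing = 15 min preincubation, 2 h reaction, all 25 °C | evaluation = percent inhibition relative to median high and low control wells | medium = HEPES buffer containing pyrophosphatase, BSA, spermine, DTT | compound = single dose, 11.9 µM final nominal, 0.9% final DMSO | detection = Kinase-Glo luminescence, ATP depletion format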
CendR NRP1 mod – NRP-1/CendR interaction modulation | FAM-RPARPAR peptide binding to NRP-1, fluorescence polarization | O14786 | 0.85% of 360,000 active | inhibition, % at 25 µM;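 active means inhibition or corrected inhibition above about 18%, plus a signal ratio from 0.5 to 1.5, limit read from the data, passing the limit was not always enough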; further: strong numbers were not always called active
Neddyl block – inhibitors of human cullin neddylation | P61081+Q13564 | TR-FRET cullin neddylation, biochemical | calls only at 25 µM | 0.58% of 360,000 active | AID 651699; in the data active means inhibition above about 36%
Target sequence (P61081 whole entry, looked up): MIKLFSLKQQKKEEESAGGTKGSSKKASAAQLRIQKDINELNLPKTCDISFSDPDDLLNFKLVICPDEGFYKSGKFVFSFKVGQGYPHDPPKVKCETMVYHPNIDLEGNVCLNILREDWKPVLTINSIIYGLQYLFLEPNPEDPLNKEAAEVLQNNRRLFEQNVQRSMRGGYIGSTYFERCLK
Target sequence (Q13564 whole entry, looked up): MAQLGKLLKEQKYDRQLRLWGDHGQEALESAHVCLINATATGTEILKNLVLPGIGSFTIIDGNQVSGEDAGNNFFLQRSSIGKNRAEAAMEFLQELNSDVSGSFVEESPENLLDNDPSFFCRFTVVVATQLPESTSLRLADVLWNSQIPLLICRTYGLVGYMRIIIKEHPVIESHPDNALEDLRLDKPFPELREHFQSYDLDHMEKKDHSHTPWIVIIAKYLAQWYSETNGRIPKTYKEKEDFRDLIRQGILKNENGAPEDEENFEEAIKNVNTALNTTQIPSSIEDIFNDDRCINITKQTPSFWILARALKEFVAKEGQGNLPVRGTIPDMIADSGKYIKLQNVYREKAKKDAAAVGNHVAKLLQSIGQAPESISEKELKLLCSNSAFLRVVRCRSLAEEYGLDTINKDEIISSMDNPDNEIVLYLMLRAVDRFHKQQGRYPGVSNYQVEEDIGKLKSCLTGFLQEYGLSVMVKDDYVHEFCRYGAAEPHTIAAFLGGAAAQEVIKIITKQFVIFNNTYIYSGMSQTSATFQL
Starred values were filed as active, the others as inactive; i = inactive; / = not tested or not shown; + = active, no number; & = joins results of further samples.

Structure	SKN-1 inh	CendR NRP1 mod	LMPTP inh	DNMT1 block	Neddyl block	Scp1 inh	STEP inh	SUMO1-SIM PPI	TbMetRS inhib	NadD block
CC(=O)N1CCc2c(sc(NC(=O)c3cccc(N4C(=O)CCC4=O)c3)c2C(N)=O)C1	6	-82	1.2	-12	i	-1	5	-1	-0.1	8
CCCCCCCC1(C)NC(=O)N(CC(=O)Nc2cc(C)on2)C1=O (centres undefined)	-14	5	-0.2	1	i	-12	-4	-1	-0.3	-7
COc1ccc(C=C(c2ccc(OC)cc2)c2ccc(OC)cc2)cc1	-3	1	3.8	-10	/	-12	0	-2	-0.5	3
N/C(=N\C(=S)Nc1ccccc1)c1ccccc1	6	10	5.9	6	i	-9	4	8	0.2	-1
COc1ccc(-c2c(C(F)(F)F)nn(C)c2NC(=O)c2cccnc2)cc1	8	-2	0.8	4	i	-3	-2	1	0.3	0
C#CC(CC)(CC)NC(=O)Nc1ccccc1C(=O)OC	-2	-1	-1.4	0	i	-3	0	-4	-0.6	-2
CCOC(=O)c1sc(/N=C/Nc2nc(C)c(C(=O)OCC)s2)nc1C	-22	-3	-0.2	2	i	-6	1	-1	-1.2	-4
Cc1ccc(-n2c(C)nnc2SCC(=O)N(C)c2c(N)n(Cc3ccccc3)c(=O)[nH]c2=O)cc1	-13	5	-1.4	3	i	-6	3	5	-0.1	4
O=C(Nc1ccc2c(c1)C(=O)NC2=O)c1ccccc1Cl	-12	-13	-16	1	/	-16	1	-18	0.0	2
CC(=O)NC(Cc1ccc(O)cc1)C(=O)NN (centres undefined)	3	-2	-0.6	-5	i	-9	-2	2	0.4	-3
C#CCOCCOCCOCCNc1nc(N2CCN(C(=O)[C@H]([C@@H](C)CC)n3cc([C@@H](N)CO)nn3)CC2)nc(N2CCN(C(=O)[C@H]([C@@H](C)CC)n3cc([C@@H](N)Cc4ccc(O)cc4)nn3)CC2)n1	2	10	0.7	-1	i	0	0	-29	-0.3	5
CC1CN(C(=O)c2ccc(-c3ccccc3Cl)o2)CC(C)O1 (centres undefined)	18	-2	-0.5	0	i	-4	3	-5	0.3	-1
CC1=C(C(=O)N2CCOCC2)C(c2ccc(Br)cc2)NC(=S)N1c1ccccc1 (centres undefined)	4	13	-1.7	-6	i	-9	-1	-3	-0.3	-8
CCOc1ccc(C(=O)N2CCN(c3ccccn3)CC2)cc1OCC	-4	13	-1.4	2	i	-14	0	1	-0.2	1
O=C1Nc2ccccc2OCc2c1cccc2[N+](=O)[O-]	-7	-4	-0.6	1	i	-2	15	-23	-0.7	3
CCOC(=O)C1CCCN(C(=O)CCc2nc3sc4c(c3c(=O)[nH]2)CCCC4)C1 (centres undefined)	11	1	0.7	0	i	-2	2	11	0.2	0
COc1ccc(CCN2CC(C(=O)OCC(=O)N(C)Cc3ccccc3)CC2=O)cc1OC (centres undefined)	-15	-5	-0.1	0	i	0	-1	5	-0.4	1
COc1ccc(C2C=C(C)Nc3ncnn32)cc1 (centres undefined)	-3	5	0.3	2	/	2	8	2	0.2	-5
CCCCN(CC)CCNC(=O)C1CCN(S(=O)(=O)c2cccc3nsnc23)CC1	18	3	-1.5	2	i	-8	2	-33	0.2	-2
CCCCCCCCN1C(=O)[C@H](CC(=O)NCc2ccc(C)o2)C[C@@]2(C(=O)OCC)CCC=C12	-4	-3	0.9	/	i	/	/	5	-0.4	/
COc1ccc2nc(COC(=O)c3ccco3)c(C(C)=O)[n+]([O-])c2c1	3	9	-0.7	3	i	-10	0	-14	-1.1	-1
Nc1nc(CN2CCc3ccccc3C2)nc(Nc2ccccc2)n1	5	-10	-0.6	-10	i	-8	-4	-6	-1.2	7
Oc1ccccc1C=NC1CCCCC1N=Cc1ccccc1O (centres undefined)	8	5	-4.0	-3	i	-2	3	-1	-0.3	-4
O=C1NCCCC1C(=O)N/N=C/c1ccccc1[N+](=O)[O-] (centres undefined)	-2	-4	-0.5	-2	i	-15	1	-29	-0.3	-3
COC(=O)c1cc(S(=O)(=O)NCC2CCN(CCc3cccs3)CC2)c[nH]1	7	-7	0.5	2	i	-5	-3	-1	0.7	-3
O=C(COC(=O)CN1C(=O)c2ccccc2C1=O)Nc1ccccc1[N+](=O)[O-]	10	-5	-0.2	1	i	-3	0	-27	-0.5	-1
Cc1ccccc1NC(=O)NCc1ccco1	9	-1	-0.9	0	i	17	-1	-2	-0.8	3
O=C(CSc1nnc(SCc2ccccc2)s1)N/N=C/c1ccc(Cl)cc1Cl	-1	-11	0.7	8	i	-6	1	0	-0.5	-1
COCCNC(=O)c1oc2ccc3c(c2c1C)C(O)CC(C)(C)O3 (centres undefined)	5	10	0.2	1	/	-1	0	-1	0.9	0
Cc1ccc2ccc3ccc(C)nc3c2n1	2	1	-0.8	2	i	-17	1	0	-0.3	0
CNc1oc(-c2ccccc2Cl)nc1P(=O)(c1ccccc1)c1ccccc1	4	8	2.6	-9	i	-5	-1	-1	-0.2	-8
CCN(CC)C(=O)CCc1nc2sc3c(c2c(=O)[nH]1)CCCC3	-21	2	-0.9	-1	i	-4	0	2	-0.4	-10
O=C(Nc1cccc(Cl)c1)N1CCN(C/C=C/c2ccccc2)CC1	6	2	-0.7	-6	i	-9	3	-4	-0.1	-6
C=CCn1c(SCC(=O)Nc2ccc(C(=O)O)cc2)nnc1-c1cccnc1	10	8	-1.8	1	i	-1	2	3	0.0	-7
COc1cccc(Cl)c1NC(=O)N1CCc2c([nH]c3ccccc23)C1C(F)(F)F (centres undefined)	6	-1	2.5	-6	i	-15	0	1	-0.5	0
COc1ccc(C2=Nn3c(nnc3-c3ccc(OC)cc3)SC2)cc1	13	1	2.5	-3	i	2	0	-4	0.6	3
CC(=O)c1cccc(CN2CCC(C(=O)Nc3ccc(-c4cccc(C)c4)cc3)CC2)c1	-6	0	1.6	-5	i	3	-1	5	-0.4	-2
Cc1nnn(-c2nonc2N)c1C(=O)N/N=C/c1cccc2ccccc12	-2	5	2.2	60*	+	-7	5	-3	-0.2	-1
C=CCn1c2ccccc2c2nnc(SC(CC)C(=O)Nc3sc4c(c3C#N)CCCC4)nc21 (centres undefined)	-5	-5	3.0	-2	i	3	2	-7	-2.4	26
COc1ccccc1-c1nc(-c2ccccn2)no1	7	8	-0.7	-2	i	-10	1	0	-3.0	0

Taken from the entries so far, 3 compounds:
Structure	SKN-1 inh	CendR NRP1 mod	LMPTP inh	DNMT1 block	Neddyl block	Scp1 inh	STEP inh	SUMO1-SIM PPI	TbMetRS inhib	NadD block
COc1ccc(CCN2CC(C(=O)OCC(=O)N(C)Cc3ccccc3)CC2=O)cc1OC (centres undefined)	-15	-5	-0.1	0	i	0	-1	5	-0.4	1
COc1ccc(C2C=C(C)Nc3ncnn32)cc1 (centres undefined)	-3	5	0.3	2	/	2	8	2	0.2	-5
CCCCN(CC)CCNC(=O)C1CCN(S(=O)(=O)c2cccc3nsnc23)CC1	18	3	-1.5	2	i	-8	2	-33	0.2	-2

Next part
Structure	SKN-1 inh	CendR NRP1 mod	LMPTP inh	DNMT1 block	Neddyl block	Scp1 inh	STEP inh	SUMO1-SIM PPI	TbMetRS inhib	NadD block
Cc1nc(-c2ccncc2)sc1C(=O)Nc1ccc(Br)cc1	16	5	0.6	-9	i	-7	0	-5	0.0	-3
Cc1ccc(C2(C)NC(=O)N(CC(=O)Nc3ccccc3N3CCCCC3)C2=O)cc1 (centres undefined)	-1	20	0.1	-1	i	-4	-1	-2	-0.1	1
CC1CN(c2nn3c(=O)c4ccccc4nc3c3ccccc23)CC(C)O1 (centres undefined)	16	-1	3.2	-1	i	7	6	-13	-0.7	0
CCc1c(C)nc2nc(SCc3ccccc3Cl)[nH]n2c1=O	8	-29	-0.2	3	i	-6	1	9	0.5	-2
N#Cc1c2n(cnc1=O)CCCCC2	11	3	-0.6	6	i	3	-1	-1	-1.3	-1
O=C1CCN(Cc2ccccc2)C(=O)N1c1ccccc1	10	-4	-0.6	0	i	-3	-1	1	-0.1	0
O=S(=O)(/C=C/c1ccccc1)Nc1ccc(N2CCOCC2)cc1	-14	-21	1.9	-3	i	-2	1	0	-0.3	-2
CCOC(=O)/C(C#N)=N\Nc1ccc(S(=O)(=O)Nc2nc(C)cc(C)n2)cc1	-5	1	-1.2	3	i	-7	-1	0	-0.8	-2
CN(C(=O)CSc1ncnc2sc3c(c12)CCC3)C1CCS(=O)(=O)C1 (centres undefined)	11	-13	-0.6	3	i	10	2	-1	0.0	4
Cc1nnc(SCCC(=O)Nc2ccc(F)cc2)s1	12	2	0.3	-5	i	-2	1	5	-0.3	3
CC(=O)NC1=NN(C(C)=O)C(C)(c2ccc(Cl)s2)S1 (centres undefined)	-6	-1	-0.6	-1	i	-10	2	0	-0.1	-1
COc1cc(OC)cc(C(=O)NN2CCCCC2)c1	0	5	0.3	-2	i	5	-2	-3	0.7	1
COc1ccc(Cn2ccc(=O)c(Cc3c(Cl)cccc3Cl)c2C)cc1	1	16	-0.1	-1	i	13	-2	1	-0.3	8
O=C(CNC(=O)c1ccc(Br)o1)Nc1cccc(S(=O)(=O)N2CCOCC2)c1	14	-11	-1.1	-1	i	-3	0	4	-0.1	-8
O=C(Cc1ccc2c(c1)OCCO2)N1CCN(S(=O)(=O)c2cccc(C(F)(F)F)c2)CC1	5	11	-0.1	-5	i	-8	2	3	-0.1	-3
CCCCCCc1cc2cc(S(=O)(=O)c3ccc(F)c(Cl)c3)c(=O)oc2cc1O	-9	-12	-1.1	4	/	-30	1	0	-0.4	19
O=C(CSc1ncc(-c2ccccc2)n1CC1CCCO1)N1CCCCC1 (centres undefined)	1	11	-1.3	2	i	-15	-2	-5	-0.6	1
Cc1ccc(C(=O)OCC(=O)NCc2ccc3c(c2)OCO3)cc1S(=O)(=O)N1CCOCC1	7	-3	0.5	1	i	-4	1	1	-0.4	-3
N#Cc1ccccc1OCC(=O)OCC(=O)NCc1ccc2c(c1)OCO2	-14	16	-0.8	0	i	-6	-3	2	-0.1	1
CC(=O)CC(c1ccccc1)c1c(O)c2ccccc2oc1=O (centres undefined)	-16&0&14	3&4&-11	-1.5&0.0&-1.7	8&0&11	i	-11&-9&-9	-3&2&-2	0&4&4	-0.8&-0.5&0.1	-4&0&-6
CN(CC(=O)Nc1ccccc1C(F)(F)F)C(=O)Cn1c(=O)oc2ccccc21	-6	8	-1.4	3	i	-6	-2	3	0.2	-8
Cc1nn(CC(=O)N2CCc3ccccc3C2)c(C)c1Cl	12	15	-0.9	-6	i	0	0	0	-0.7	2

Screens from PubChem.
